Screens: PubChem, Southern Research Specialized Biocontainment Screening Center
H1N1 NS1A inhibition: H1N1 influenza NS1A inhibitors, functional cell based assay (AID 504329) | 340,000 compounds, 0.3% hits | NS1A functional cell-based assay, percent inhibition; higher % means a stronger effect | inhibition, % at 12.5 µM, or IC50 in µM where a hit was titrated; in the data active = a potency from the dose series; inconclusive = inhibition above about 27% without an active follow-up result; note: strong numbers were not always called active
Salmonella PhoP GFP: PhoP regulon inhibitors, Salmonella typhi PhoP promoter GFP reporter, confirmatory (AID 1850) | 310,000 compounds, 0.33% hits | inhibition, % at 50 µM, or IC50 in µM where a hit was titrated | Salmonella Typhi PhoP-promoter GFP reporter, fluorescence, 4 h; higher % means a stronger effect; in the data active = a potency from the dose series; inconclusive = inhibition mostly from about 25% at the one dose, without a potency; inactive = the rest, 99 in 100 with inhibition below about 19%;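 note: 0% = induced wells with vehicle and 100% = uninduced wells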
tuberculosis growth: growth inhibition of non-replicating M. tuberculosis (AID 488890); Mycobacterium tuberculosis non-replicating, growth inhibition; higher % means a stronger effect; inhibition, % at 25 µM; hits with a dose series show IC50 in µM; 320,000 compounds, 0.39% hits; in the data active = a potency from the dose series; inconclusive = inhibition mostly from about 82% at the one dose, without a potency; inactive = the rest, 99 in 100 with inhibition below about 76%;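 note: plate controls were DMSO cells for no effect and high antibiotic wells for full effect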
M. tuberculosis HTS: M. tuberculosis growth inhibition, HTS (AID 449762). M. tuberculosis H37Rv growth inhibition, 7H9 media; higher % means a stronger effect. inhibition, % at 25 µM, or IC50 in µM where a hit was titrated. 330,000 compounds, 0.59% hits; in the data active = a potency from the dose series; inconclusive = inhibition above about 70% without an active follow-up result;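 note: bacterial growth assessed after seven days of incubation; strong numbers were not always called active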
VEEV TC-83 Vero: inhibitors of VEEV TC-83 cytopathic effect, confirmation, Vero cells (AID 588727). one-dose inhibition, % at 20 µM; IC50 in µM for titrated hits. 350,000 compounds, 0.13% hits. Vero cells, VEEV TC-83 cytopathic effect inhibition; higher % means a stronger effect; in the data active = a potency from the dose series; inconclusive = inhibition mostly from about 14% at the one dose, without a potency; inactive = the rest, 99 in 100 with inhibition below about 12%; note: strong numbers were not always called active
VEEV TC-83 Vero 10K pilot screen: also measured in VEEV TC-83 Vero; calls as there; inhibition, %; measured here: 10K pilot screen inhibition
The depositor's hits bear a star; i = inactive; ? = inconclusive; / = no result given.

SMILES	H1N1 NS1A inhibition	Salmonella PhoP GFP	tuberculosis growth	M. tuberculosis HTS	VEEV TC-83 Vero	others
CC(C)Cn1c(=O)c2c(c3ccccc31)OC(C)C(=O)N2 (centres undefined)	-1%	/	/	/	5.1%
CC(C)OC(=O)c1c(NC(=O)CCn2nnc3ccccc32)sc2c1CCCC2	-3%	-6%	16%	-11%	3.6%
CNc1ccc(S(=O)(=O)NC)cc1[N+](=O)[O-]	10%	-2%	-5%	-1%	0.6%
CC1CCN(c2cc(N3CCC(C)CC3)c([N+](=O)[O-])cc2/C=C(\C#N)c2nn(-c3ccccc3)c(N)c2C#N)CC1	8%	4%	12%	6%	6.7%
COc1ccc(NC(=S)N2CCN(S(=O)(=O)c3ccc(OC)cc3)CC2)cc1	-3%	-4%	-5%	2%	8.1%
COc1ccc(/C=N/OCC(=O)Nn2c(C)nc3ccccc3c2=O)cc1	-9%	-6%	-3%	-1%	1.9%
CC(=O)NC1(C(F)(F)F)NC(=O)N(CC(C)C)C1=O (centres undefined)	1%	0%	-19%	-7%	0.7%
O=c1[nH]c(-[n+]2ccc3ccccc3c2)c(/C=N/N=C(\[O-])c2ccccc2)s1	0%	-4%	3%	8%	2.9%
O=CN(Cc1ccco1)C1(C(=O)NC2CCCCC2)CCCCC1	-2%	-3%	2%	-21%	2.4%
Cn1c(SCC(=O)N/N=C/C=C\c2ccccc2[N+](=O)[O-])nc2ccccc21	-3%	-10%	-2%	8%	1.7%
CC(C)CCNC(=O)c1onc(CSc2ccc(F)cc2)c1C(=O)NCCC(C)C	6%	-5%	3%	6%	5.7%
COc1cc(/C=N/n2c(-c3n[nH]c4c3CCC4)n[nH]c2=S)ccc1O	-1%	3%	-9%	-11%	3.7%
CN(C)C(=O)c1ccc2c3c(cccc13)CC2	10%	-8%	4%	-1%	0.7%
CS(=O)(=O)N(CC(=O)N1CCN(Cc2ccccc2)CC1)C1CCCCC1	11%	5%	-14%	-5%	0.0%
Cc1ccnc(NC(=O)Cc2c(F)cccc2Cl)c1	-11%	-1%	6%	0%	i
Cc1cc(C)n(C(C)CC(=O)Nc2ccc(-c3ccno3)cc2)n1 (centres undefined)	-7%	-37%	25%	67%	0.7%
C=CCN(C(=O)c1csnn1)C(C(=O)NC1CCCC1)c1c(F)cccc1Cl (centres undefined)	3%	-6%	-2%	1%	0.6%
CC1CN(S(=O)(=O)c2ccc(C(=O)NN3CCN(C)CC3)cc2)CC(C)O1 (centres undefined)	-6%	-9%	-15%	-12%	0.7%
CC/C(C)=N/Nc1nc2sc3c(c2c(=O)[nH]1)CC(C)(C)OC3	3%	-4%	-4%	-1%	1.0%
CCc1ccc(C2C(C#N)=C(N)SC(N)=C2C#N)s1	6%	-17%	22%	0%	1.4%
CC(C)c1ccc(NC(=O)CN2C(=O)NC3(CCCC3)C2=O)cc1	3%	6%	-10%	3%	i
COC(=O)c1cc(OC)cc(O)c1C(=O)c1c(O)cc(C)cc1O	7%	3%	2%	-8%	i
CC1(c2ccc(Cl)cc2Cl)NC(=O)N(CC(=O)N2CCN(C(=O)c3ccco3)CC2)C1=O (centres undefined)	-12%	/	22%	-2%	2.7%
Cn1c(C(=O)NCCCN2CCN(c3cccc(Cl)c3)CC2)cc2c(=O)n(C)c3ccccc3c21	-6%	1%	-1%	-4%	i
COC(=O)CN(c1ccccc1F)S(=O)(=O)c1ccc(C)cc1	-3%	10%	-1%	0%	1.4%
COc1ccc(NC(=O)CN2CCc3ccccc3C2)cc1S(=O)(=O)N1CCOCC1	-3%	-9%	0%	6%	i
COc1ccc(C(=O)NCCCc2nc3ccccc3n2Cc2ccccc2C)cc1OC	3%	-5%	-26%	4%	8.4%	VEEV TC-83 Vero 10K pilot screen=0.4
S=C(NCCCn1ccnc1)Nc1ccc(Cl)cc1Cl	-2%	5%	34%	-4%	1.1%
CCOC(=O)[C@@H]1[C@H]2COc3ccccc3[C@H]2N2C(=O)N(c3cccc(Cl)c3)C(=O)[C@]12C	-2%	/	30%	3%	i
CCCn1cc(CN2CCC(N3CCC(C(=O)N4CCOCC4)CC3)CC2)c(C)n1	-22%	-4%	2%	-9%	0.9%
Cc1nn(S(=O)(=O)c2cccs2)c(C)c1Sc1ccc([N+](=O)[O-])cc1	11%	8%	23%	-7%	i
C[N+](C)(C)CCCN(Cc1ccc2c(c1)OCO2)C(=O)NC1CCCCC1	-4%	7%	7%	-1%	i
COc1ccc(-n2cnc(=S)[nH]c2=S)cc1	-24%	/	/	/	?
Cc1cc(C)nc(-n2nc(C)cc2NC(=O)CNC2CCCCC2)n1	7%	-2%	22%	0%	5.0%
COc1ccc(CCNC(=O)CC(C)(C)CC2=NS(=O)(=O)c3ccccc3N2)cc1OC	0%	-2%	0%	0%	1.2%
CC(c1ccccc1)n1c(-c2ccccc2F)n[nH]c1=S (centres undefined)	-5%	-2%	-17%	9%	0.6%
COc1cc(NC(=O)c2cccnc2SC)cc(OC)c1OC	1%	-4%	-20%	-4%	7.8%
CC(=O)Nc1cc2c(cc1[N+](=O)[O-])OCCO2	-11%	4%	10%	2%	1.2%
O=C(Cn1nnc2ccccc21)C1CC1	0%	-2%	-3%	-7%	1.0%
CCc1nnc(NC(=O)CSc2nc3c([nH]c4ccccc43)c(=O)n2CCOC)s1	-12%	-5%	-6%	-21%	i

Random excerpt: seven entries already listed
SMILES	H1N1 NS1A inhibition	Salmonella PhoP GFP	tuberculosis growth	M. tuberculosis HTS	VEEV TC-83 Vero	others
Cn1c(C(=O)NCCCN2CCN(c3cccc(Cl)c3)CC2)cc2c(=O)n(C)c3ccccc3c21	-6%	1%	-1%	-4%	i
CC(c1ccccc1)n1c(-c2ccccc2F)n[nH]c1=S (centres undefined)	-5%	-2%	-17%	9%	0.6%
COC(=O)CN(c1ccccc1F)S(=O)(=O)c1ccc(C)cc1	-3%	10%	-1%	0%	1.4%
CC(C)c1ccc(NC(=O)CN2C(=O)NC3(CCCC3)C2=O)cc1	3%	6%	-10%	3%	i
CCOC(=O)[C@@H]1[C@H]2COc3ccccc3[C@H]2N2C(=O)N(c3cccc(Cl)c3)C(=O)[C@]12C	-2%	/	30%	3%	i
COc1cc(NC(=O)c2cccnc2SC)cc(OC)c1OC	1%	-4%	-20%	-4%	7.8%
COc1ccc(C(=O)NCCCc2nc3ccccc3n2Cc2ccccc2C)cc1OC	3%	-5%	-26%	4%	8.4%	VEEV TC-83 Vero 10K pilot screen=0.4

(cont.)
SMILES	H1N1 NS1A inhibition	Salmonella PhoP GFP	tuberculosis growth	M. tuberculosis HTS	VEEV TC-83 Vero	others
CCO[C@@H]1OC(C(=O)NCc2ccccc2)=C[C@H](c2ccc3c(c2)OCO3)[C@H]1CCCO	-6%	5%	5%	1%	0.9%
COc1ccc(C(=O)/C=C/c2cn(CN3CCN(C)CC3)c3ccccc23)cc1	3%	10%	35%	?	i
CCn1cc(C(=O)NCCC(=O)NCCO)c(=O)c2cc3c(cc21)OCO3	-1%	-12%	-1%	-5%	i
CN(C)C1=NC[C@H](Cc2ccccc2)N1CC1CCCC1	3%	0%	10%	-8%	i	VEEV TC-83 Vero 10K pilot screen=0.0
CCSc1nnc([C@@H](NC(=O)OC(C)(C)C)C(C)C)o1	-21%	2%	-13%	-14%	i
CCOC(=O)N1CCN(c2ncnc3nc[nH]c23)CC1	-2%	/	/	-3%	0.3%
O=C(NC1CC2CCC(C1)N2Cc1ccco1)c1ccccc1 (centres undefined)	8%	-1%	-3%	-1%	2.0%
O=C(Cc1nn[nH]n1)NCCC1=CCCCC1	5%	7%	-14%	9%	4.0%
CCCc1nc2c(nnn2Cc2ccccc2Cl)c(=O)[nH]1	-2%	-18%	11%	0%	0.7%
CCOc1ccc(NC(=O)CN(C)CC(=O)Nc2ccccc2SC)cc1OCC	5%	8%	-5%	10%	0.1%
O=C(CNC(=S)NC(=O)c1ccccc1Br)c1ccccc1	-7%	3%	-71%	7%	0.1%
COc1ccccc1CNC(=O)CSc1ccc(-c2ccncc2)nn1	-21%	-2%	4%	2%	0.0%
NC(=O)c1ccsc1NC(=O)CSc1nncs1	-2%	/	/	/	1.9%
O=C(C1CC1)N1N=C(c2ccc(Cl)cc2)CC1(O)C(F)(F)F (centres undefined)	8%	-21%	39%	49%	2.2%
CC(=O)Nc1ccc(S(=O)(=O)Nc2nc(C)nc3sc(C)c(C)c23)cc1	4%	/	5%	-2%	9.8%
Nc1cc(-c2cccc([N+](=O)[O-])c2)[nH]n1	-9%	-8%	3%	-1%	1.1%
CN1C(=O)N(CC(=O)N2CCN(S(=O)(=O)Cc3ccccc3)CC2)C(=O)C12CCCCC2	-14%	/	/	/	0.5%
CCCc1sc(N/N=C/c2ccccn2)nc1-c1ccc(Br)cc1	1%	-18%	?	?	i
Cc1ccc(-c2cc(C(=O)OCC(=O)N(C)C3CCS(=O)(=O)C3)c3ccccc3n2)o1 (centres undefined)	10%	2%	2%	-1%	0.1%
COc1ccc(NC(=O)c2cccc3c2C(=O)c2ccc(-c4ccc(F)cc4OCc4ccccc4)cc2S3(=O)=O)cc1	4%	/	-5%	-6%	i
COc1ccc(C(=O)NCC(=O)N2CCN(C(=O)c3ccco3)CC2)cc1OC	8%	/	/	/	0.7%
COc1cccc(CNc2ccc(S(N)(=O)=O)cc2)c1OCc1ccccc1F	2%	-3%	-7%	-5%	8.2%
Cc1ccc2cc3c(N)c(C(=O)N4CC(=O)Nc5ccccc54)sc3nc2c1	/	7%	9%	-1%	/
C#CCOCCOCCOCCNc1nc(N2CCN(C(=O)[C@H]([C@@H](C)CC)n3cc([C@@H](N)Cc4ccc(O)cc4)nn3)CC2)nc(N2CCN(C(=O)[C@H]([C@@H](C)CC)n3cc([C@@H](N)Cc4ccc(O)cc4)nn3)CC2)n1	-12%	-4%	?	69%	2.1%
CSc1nc2ccccc2n1CC(=O)Nc1ccc(C)c(C)c1	-6%	-2%	14%	-1%	i
C/C(=N/NC(=O)c1cc(C(C)C)[nH]n1)c1cccs1	-2%	11%	-8%	3%	7.1%
CC(C)(C)c1nc(N2CCN(C(=O)c3ccco3)CC2)c2nnn(Cc3ccccc3)c2n1	-2%	-10%	37%	?	4.1%
NC(=O)c1ccc(NC(=O)CNC(c2ccccc2)c2ccccc2)cc1	-16%	-10%	4%	9%	5.3%
CCOC(=O)CCCNC(=O)c1cncc(O)c1	-8%	4%	4%	11%	1.1%
CCN(CC(=O)N1CCCC1)S(=O)(=O)c1ccc(OC)cc1	16%	-3%	17%	1%	i
Cc1cc(NC(=O)Cn2c(=O)c3c(ncn3CCC(C)C)n(Cc3ccccc3)c2=O)no1	-4%	15%	14%	-1%	i
COc1ccc(NC(=O)COC(=O)C2CC3C=CC2C3)cc1 (centres undefined)	12%	-1%	29%	-9%	0.9%
O=[N+]([O-])c1ccc(F)cc1OCc1cccc(S(=O)(=O)N2CCOCC2)c1	-4%	6%	9%	-5%	7.0%
OC(c1cccs1)c1nccc2ccccc12 (centres undefined)	-7%	-11%	6%	11%	2.4%
COc1ccccc1N1CCN(C2=Nc3cccc4cccc2c34)CC1	17%	22%	44%	?	8.4%
CCOC(=O)c1c(Cc2ccc(Cl)cc2)c[nH]c1C	8%	-5%	75%	-4%	1.5%
Cc1ccc(-n2c(SCC(=O)N3CCCCC3)nc(O)cc2=O)cc1	-2%	5%	23%	-1%	1.8%
CCc1ccc(NS(=O)(=O)c2ccc3oc(=O)ccc3c2)cc1	21%	5%	-5%	-5%	i
O=C(O)/C(=C\c1ccccc1OC(F)F)Sc1nnc(-c2ccc(F)cc2)o1	1%	0%	7%	1%	2.1%
CN(C1CCCCC1)S(=O)(=O)c1ccc2c(c1)c(=O)c(C(=O)NCCCN1CCCC1)cn2C	13%	5%	9%	-9%	0.2%
O=C(O)c1cnn2c(C(F)(F)F)cc(-c3ccco3)nc12	1%	-13%	-3%	6%	i
CC(NC(=O)CCC(=O)Nc1ccccc1O)c1ccccc1 (centres undefined)	/	0%	-14%	6%	0.3%
COc1ccc(CCNC(=O)CN(c2ccccc2OC)S(=O)(=O)c2ccc(C)cc2)cc1	11%	-8%	24%	18%	6.8%
COc1ccc2c(CC(=O)NC(Cc3ccc(Cl)cc3)C(=O)O)cc(=O)oc2c1C (centres undefined)	-3%	-1%	-9%	3%	1.3%
CCOC(=O)/C=C(C)\C=C\c1c[nH]c2ccccc12	-14%	-1%	17%	15%	8.6%
CCN(CC)S(=O)(=O)c1ccc(N2CCOCC2)c(NC(=O)COc2ccc(OC)cc2)c1	-10%	/	33%	5%	1.3%
CNC(=O)c1ccc(-n2cccn2)nc1	-3%	1%	-13%	-2%	1.3%
